Source: PubChem BioAssay (several laboratories)
KLF5 inh = kruppel-like factor 5 inhibition; AID 1700; inhibition, % at 5 µM; actives 0.23% (n = 290,000); DLD-1 KLF5 promoter-luciferase reporter, luminescence;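 active = inhibition above a per-plate limit of that plate's mean compound inhibition plus 3 SD, cut at about 60% in these data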;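 note: 0% = DMSO wells and 100% = LY294002 at 200 µM; higher means less KLF5 promoter-driven luciferase light; inactives centre near -14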
GSK3 alpha inh = human GSK-3 alpha kinase inhibition; ADP-Glo luminescence, 60 min; P49840; actives 0.1% (n = 320,000); inhibition, % at 10 µM;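 in the data active = inhibition above about 50%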;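 note: GST-tagged GSK-3 alpha with peptide substrate and 25 µM ATP; 0% = DMSO neutral wells and 100% = GW8510 positive control wells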
Target sequence (P49840 whole entry, looked up): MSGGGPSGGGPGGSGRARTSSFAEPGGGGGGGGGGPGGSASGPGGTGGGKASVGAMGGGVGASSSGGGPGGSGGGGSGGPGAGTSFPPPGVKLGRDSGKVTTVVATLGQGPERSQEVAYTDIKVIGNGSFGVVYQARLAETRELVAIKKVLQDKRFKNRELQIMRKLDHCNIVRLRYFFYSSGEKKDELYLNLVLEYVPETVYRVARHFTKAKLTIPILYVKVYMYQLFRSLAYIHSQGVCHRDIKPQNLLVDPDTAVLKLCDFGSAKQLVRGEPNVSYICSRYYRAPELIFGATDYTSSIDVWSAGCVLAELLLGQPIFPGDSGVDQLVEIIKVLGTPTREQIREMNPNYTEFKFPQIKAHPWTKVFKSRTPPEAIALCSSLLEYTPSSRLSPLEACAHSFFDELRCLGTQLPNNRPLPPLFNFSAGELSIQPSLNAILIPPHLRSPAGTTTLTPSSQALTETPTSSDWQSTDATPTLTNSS
HSF1 inh = HSF1 inhibition | activity change, negative = inhibition, % at 7.5 µM (by protocol) | AID 2098 | NIH3T3-HGL HSE-luciferase, MG132-induced, luminescence 8 h; stronger effect = lower value | actives 0.77% (n = 300,000);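 active = more than half of replicate wells show activity change below -50%, luminescence cut by over half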;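 note: luciferase reports HSF-1 transcriptional activity via heat shock element; 0% = median of DMSO wells and -100% = zero luminescence signal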
Platelet DG rel = platelet dense granule release activity; human platelet-rich plasma, SFLLRN dense granule ATP release, luminescence; inhibition, %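 (compounds screened at 7.5 µM in platelet-rich plasma)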; actives 0.22% (n = 300,000);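 active = mean replicate score, as percent of positive control, at or above 50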
GSK3beta inhib = inhibitors of human GSK3beta kinase. P49841. GST-GSK3beta kinase, ADP-Glo luminescence, 60 min; stronger effect = lower value. activity score (negative = inhibition), % at 10 µM. actives 0.038% (n = 300,000). AID 2097;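 active = more than half of replicate wells score below -50%, meaning over 50% inhibition versus plate controls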;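 note: 0% = median DMSO wells and -100% = median GW8510 positive control wells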
Target sequence (P49841 whole entry, looked up): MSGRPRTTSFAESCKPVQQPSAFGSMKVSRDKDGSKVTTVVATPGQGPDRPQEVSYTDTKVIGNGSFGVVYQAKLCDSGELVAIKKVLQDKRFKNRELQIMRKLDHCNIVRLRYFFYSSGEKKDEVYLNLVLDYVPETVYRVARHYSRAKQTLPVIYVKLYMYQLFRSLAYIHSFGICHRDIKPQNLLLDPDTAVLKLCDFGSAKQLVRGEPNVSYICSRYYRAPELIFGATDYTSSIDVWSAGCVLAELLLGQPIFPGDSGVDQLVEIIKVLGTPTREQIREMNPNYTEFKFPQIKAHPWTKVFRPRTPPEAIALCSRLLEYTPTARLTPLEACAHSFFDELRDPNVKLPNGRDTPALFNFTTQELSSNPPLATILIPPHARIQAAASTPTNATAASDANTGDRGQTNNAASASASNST
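Assay system: GST-fused GSK3beta enzyme, cell-free / Medium: Tris pH 7.5 buffer with MgCl2, DTT, BSA, heparin / Also added: peptide substrate plus 25 µM ATP (final) / Compound: 10 µM single point / Timing: kinase reaction with compound 60 min at room temperature / Detection: ADP-Glo luminescence / Benchmarks: DMSO neutral wells and GW8510 at 20 µM as positive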
DYRK1A inh = Dyrk1A (rat) kinase inhibition | inhibition, % at 12.5 µM | ADP-Glo luminescence, NFATc1 peptide | AID 504441 | Q63470 | actives 0.43% (n = 310,000); in the data active = inhibition above about 50%;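 note: plate controls were vehicle with enzyme for no effect and no enzyme for full effect; many of its hits are not listed in these tables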
IEC-6 tox = IEC-6 cytotoxicity, counter-screen for KLF5 inhibitors; luminescence viability; inhibition, % at 5 µM; actives 0.78% (n = 290,000); AID 1825; in the data active = inhibition above about 22%;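 note: 0% = plate median of test compound wells and 100% = cytotoxic reference compound wells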
HSF1 activator = increases HSF-1 driven luciferase reporter signal; NIH3T3-HGL HSF-1 luciferase reporter, MG132, 8 h; 100% = twice DMSO control signal; activation, % at 9 µM; actives 1.7% (n = 300,000); AID 504408;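 active = mean replicate activation of at least 50% with a set share of replicates each reaching 50%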;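 note: 0% = median of the neutral control wells and 100% = twice that signal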
HSP90 refold inh = blocks HSP90-mediated luciferase refolding in reticulocyte lysate | Rabbit reticulocyte lysate, luciferase refolding luminescence, 3 h | actives 0.91% (n = 290,000) | inhibition, % at 5.6 µM;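 active = inhibition above the screen-wide mean plus 3 SD, computed separately per campaign, cut at about 16% in these data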;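 note: 0% = DMSO wells and 100% = 60 µM geldanamycin wells; inhibitors lower the luminescence because luciferase stays unfolded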
aSyn UTR inh = MLPCN primary screen, SNCA 5' untranslated region | actives 0.82% (n = 300,000) | alpha-synuclein 5'UTR reporter, inhibitor activity | AID 1813 | inhibition, % (tested at 7.5 µM); in the data active = inhibition above about 60%;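 note: H4 neuroglioblastoma cells stably carrying SNCA 5'UTR luciferase fusion; 0% = DMSO wells and 100% = positive control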
* hit, by the source's call; nt = not tested or not shown.

SMILES | KLF5 inh | GSK3 alpha inh | HSF1 inh | Platelet DG rel | GSK3beta inhib | DYRK1A inh | IEC-6 tox | HSF1 activator | HSP90 refold inh | aSyn UTR inh
CC1CN(C)C(C)C/C1=N/Oc1ccccc1[N+](=O)[O-] (stereo not drawn) | -28 | 0 | 7 | -1 | 2 | 6 | -1 | 9 | -1 | 8
O=C(/C=C/c1cccc([N+](=O)[O-])c1)NCc1ccc2c(c1)OCO2 | -1 | -6 | 5 | -14 | -1 | 5 | -1 | 12 | 4 | 8
CCCc1cc(C(=O)Nc2cccc(Cl)c2C)no1 | -74 | 0 | 8 | -18 | 2 | 5 | 2 | 13 | -1 | -150
CCOC(=O)C1=C(c2ccccc2)Nc2c(c(=O)n(C)c(=O)n2C)C1c1ccc(O)c(OC)c1 (stereo not drawn) | 3 | -2 | -2 | 1 | 5 | -3 | 0 | -16 | 0 | 6
CN1CCN(c2ccc(NC(=O)c3ccc(Oc4ccccc4)cc3)cc2)CC1 | -43 | -1 | -1 | -12 | 3 | 5 | -16 | 13 | -4 | -22
CCn1nnc(NC(=O)c2ccc(-c3ccccc3[N+](=O)[O-])o2)n1 | -40 | -1 | -5 | 3 | 0 | 0 | 6 | 17 | 1 | -90
Cc1cc(C)c2c(CC(=O)NCCc3ccccc3)coc2c1 | -1 | 1 | 2 | 0 | 1 | -3 | 3 | 5 | -2 | -12
COc1cc(NC(=O)C2CCC(CNS(=O)(=O)c3csc(C(N)=O)c3)CC2)cc(OC)c1 (stereo not drawn) | -32 | 0 | -4 | 3 | 0 | nt | -2 | 3 | -3 | -9
COc1ccc(CCN(Cc2ccccn2)C(=S)Nc2ccccc2C)cc1OC | -4 | -2 | -8 | 9 | 2 | 1 | -6 | 7 | 1 | -2
COc1ccccc1N1CCN(C2CCCN(C(=O)c3snnc3C)C2)CC1 (stereo not drawn) | -25 | 0 | -11 | 8 | nt | 0 | 0 | -17 | -2 | 4
CC1CCCN(CCCOc2ccc(Br)cc2Cl)C1 (stereo not drawn) | -31 | -6 | -34 | 2 | -2 | 4 | 1 | -37 | 0 | -41
CC(C)CSc1nc2ccccc2c(=O)[nH]1 | 10 | 1 | -4 | -1 | 4 | 7 | 5 | 24 | -2 | 35
Cc1ccc(S(=O)(=O)Oc2ccccc2/C=N/NC(N)=S)cc1 | 65* | -1 | -8 | -3 | -1 | -1 | 58* | -13 | 4 | 59
O=C(c1cc(-c2ccccc2)on1)N1CCCc2ccccc21 | -1 | -2 | 39 | -1 | -4 | 3 | -1 | 48 | 5 | -100
O=c1c2[nH]c3ccccc3c2ncn1CCN1CCCCC1 | 2 | -1 | 0 | -3 | -2 | 4 | -2 | -1 | 4 | -18
C/C(=N/NC(=O)CN1CCN(S(=O)(=O)c2ccc(C)cc2)CC1)c1ccco1 | 11 | 7 | -1 | -40 | -9 | -2 | 2 | -11 | 1 | -7
CCCC(C(=O)NC1CCCC1)N(Cc1cccs1)C(=O)c1snc(C(N)=O)c1N (stereo not drawn) | 1 | -1 | 7 | -8 | 0 | 3 | 2 | 2 | -1 | 17
Cc1ccccc1-n1c(C)nnc1SCc1cc(=O)oc2ccc3ccccc3c12 | -32 | -1 | 0 | 1 | -1 | 15 | 3 | 28 | -5 | -1
O=C(O)COc1ccccc1/C=N/Nc1ccc(S(=O)(=O)Nc2ccc(Cl)cc2)cc1[N+](=O)[O-] | -14 | -2 | 4 | 1 | 0 | -3 | 5 | 11 | 0 | -5
CSc1nsc(N/N=C/c2ccccc2)c1C#N | -6 | 1 | -11 | 4 | 1 | 3 | 34* | -11 | -2 | -150
CC(=O)c1cccc(N(CC(=O)O)S(C)(=O)=O)c1 | -32 | -1 | -8 | 2 | 0 | 2 | 2 | 1 | 5 | -2
O=c1c2ccccc2nc(-c2ccc(F)cc2)n1NCc1ccccc1O | -10 | 2 | 17 | 0 | 4 | 1 | -2 | 39 | 1 | -14
O=C(NCc1ccc2c(c1)OCO2)C1CC(=O)N(c2ccc(Cl)cc2)C1 (stereo not drawn) | -18 | -1 | -6 | -7 | -2 | -2 | -4 | -7 | -3 | 3
Cc1cc(C)c2nc(C)cc(Nc3ccc(C(=O)N(C)C)cc3)c2c1 | -20 | 1 | -7 | 14 | 3 | nt | -2 | -1 | 0 | -19
CC(C)(C)NC(=S)N1CCC(C(=O)c2ccc(F)cc2)CC1 | -11 | 4 | -3 | 0 | nt | -2 | -10 | -6 | 9 | -4
COC(=O)c1cc2ccccc2n1S(=O)(=O)c1ccccc1 | -7 | -1 | 6 | -3 | 0 | -1 | 2 | 25 | -1 | -10
CCCN(CCC)C(=O)C1CCCN(S(=O)(=O)c2ccc3c(c2)oc(=O)n3C)C1 (stereo not drawn) | -46 | -1 | 2 | 0 | 1 | 1 | 2 | 1 | -6 | 10
C[C@H](NC(=O)c1nc[nH]c1C(=O)N[C@H](C)c1ccccc1)C(=O)OC(C)(C)C | 14 | -2 | -2 | 1 | -2 | 1 | -10 | -11 | 2 | 7
Cc1cccc(C)c1NC(=O)COc1ccc2c(C)c(Cc3ccccc3)c(=O)oc2c1 | -19 | -2 | -12 | 40 | 1 | 8 | -3 | -30 | 0 | 22
CN(CC(=O)Nc1ccccc1Br)c1ncnc2sccc12 | -9 | -4 | -3 | 7 | 4 | 4 | -9 | -8 | -1 | -8
CC(C)c1ncc(C(O)c2cccc3ccccc23)n1C (stereo not drawn) | -3 | -2 | 6 | 11 | -1 | 1 | -4 | 29 | -2 | -19
CCCCOc1ccc(C(CC(=O)NC)C(=O)O)cc1 (stereo not drawn) | -41 | -3 | -26 | -4 | 0 | -6 | -2 | -44 | -3 | 21
CCc1c(C)nc(N)n2c(SCC(=O)NC3CCCCC3)nnc12 | -17 | 3 | -1 | -16 | 0 | -4 | -3 | 8 | 2 | -22
Clc1ccccc1-c1ccc(CN2CCN(c3ccccc3)CC2)o1 | -15 | nt | 2 | -1 | 1 | -3 | -7 | -10 | -4 | -20
O=C(OCc1nnc(-c2ccc(Br)cc2)o1)c1cncc(Br)c1 | -34 | -2 | -2 | -1 | 1 | -3 | 2 | -8 | -1 | 5
Cc1ccc(C)c(NS(=O)(=O)c2cc(C(N)=O)ccc2C)c1 | -4 | -1 | -4 | 11 | -4 | -1 | 1 | -5 | -3 | 18
COCCNC(=O)c1cnn2c(C(F)F)cc(-c3ccc(C)cc3)nc12 | 1 | 1 | -9 | 4 | 1 | -1 | -2 | -8 | 2 | -1
CN1C(=S)N(c2ccccc2)C(=O)/C1=C/c1cccs1 | -31 | -1 | -11 | -9 | 0 | -4 | 1 | -2 | 3 | 20
CCN(CC)S(=O)(=O)c1ccc(N2CCCC2)c(NS(=O)(=O)c2ccc(F)cc2)c1 | -4 | 1 | 1 | 4 | 0 | -4 | -2 | 7 | -1 | -4
CC(C)c1ccc(NC(=S)NN(c2ccccc2)c2ccccc2)cc1 | -27 | -2 | -7 | 1 | 0 | 12 | -3 | -15 | -3 | -20
Cc1c(Cl)cccc1NCC(=O)NN=C1CCCC1 | -16 | 0 | -12 | 15 | -5 | 3 | 3 | 6 | 0 | -34
Cc1cc(C)cc(NC(=O)NCC2CCN(Cc3cc(C)ccc3C)CC2)c1 | 13 | 0 | -2 | -4 | -26 | 4 | 3 | 4 | -1 | 11
CC1CCCCN1S(=O)(=O)c1ccc(NC(=O)c2cccc(-n3cnnn3)c2)cc1 (stereo not drawn) | -1 | -2 | -1 | 0 | 0 | 6 | 0 | -1 | 4 | 8
Cn1c(=O)c2c(nc(SCc3nc(N)nc(N4CCCCC4)n3)n2C)n(C)c1=O | -25 | 1 | nt | 1 | 1 | -7 | -2 | nt | -1 | 30
CCCn1c(SCC(=O)N2CCCc3ccccc32)nc2c1c(=O)n(C)c(=O)n2C | -45 | 9 | nt | nt | nt | 12 | -3 | nt | -3 | nt
CNC(=O)C1C(=S)NC(N)=C(C#N)C1c1ccccc1 (stereo not drawn) | -25 | 1 | -72* | -2 | 1 | -10 | 0 | -75 | 2 | 6
CCc1ccc2c(CN3CCN(S(=O)(=O)c4ccc5c(c4)OCCO5)CC3)cc(=O)oc2c1 | -21 | -1 | 8 | 3 | 0 | -1 | 2 | 6 | 4 | 19
COc1cccc(-c2ccc(NC(=O)C3CCCN(Cc4ccc(CO)o4)C3)cc2)c1 (stereo not drawn) | -28 | -1 | 8 | 0 | 0 | 15 | 8 | 23 | -2 | -8
O=C(c1ccc(CN2CCOCC2)cc1)N1CCN(c2ccccc2F)CC1 | -2 | -1 | -5 | 1 | -2 | -4 | 0 | 1 | 2 | 16
Nn1cnnc1N/N=C/c1ccc(F)cc1 | -18 | -7 | 37 | 1 | 0 | 4 | -4 | 55* | -4 | -2

Carrying on:
SMILES | KLF5 inh | GSK3 alpha inh | HSF1 inh | Platelet DG rel | GSK3beta inhib | DYRK1A inh | IEC-6 tox | HSF1 activator | HSP90 refold inh | aSyn UTR inh
CN(c1nc2ccccc2n2c(C3CC3)nnc12)S(=O)(=O)c1ccccc1 | -19 | -5 | -27 | -2 | 0 | -2 | 3 | -42 | 3 | 8
COc1cccc(C(=O)Nc2ccc(C3CC3(Cl)Cl)cc2)c1 (stereo not drawn) | -68 | 5 | 61 | 35 | 0 | 3 | 0 | 103* | -2 | -169
O=C1C([N+](=O)[O-])=C(O)c2cccc3cccc1c23 | 12 | -3 | 1 | 0 | 0 | nt | -9 | 2 | -1 | -5
COc1ccc(-c2cc([C@H]3[C@H]4C=CC[C@@H](C)[C@@H]4C(=O)N3Cc3ccccc3)ccc2F)cc1 | nt | -2 | -21 | 2 | 2 | 3 | nt | -38 | nt | 19
CCOc1ccc(CCNC(=O)CSc2nn(-c3ccc(C)c(Cl)c3)c(=S)s2)cc1OCC | -4 | -3 | nt | 1 | -22 | -13 | -4 | nt | 2 | 13
COC(=O)c1ccc(C23CC4(C2)[C@H](CN(Cc2cccnc2)[C@@H]4c2ccccc2)C3c2ccc(C(F)(F)F)cc2)cc1 (stereo partly drawn) | nt | -1 | -3 | -1 | 1 | nt | nt | -14 | nt | 41
Cc1cc(C)c(C)c(OCCCCN(C)Cc2ccccc2)c1 | -18 | -2 | -5 | 4 | 0 | -6 | -2 | 6 | -4 | 16
O=C(Cc1ccc(S(=O)(=O)N2CCOCC2)s1)Nc1ccccc1N1CCCC1 | -32 | -1 | -4 | -10 | -1 | -2 | -5 | 2 | 1 | -14
CCOc1ccc(NC(=O)c2nccnc2CO)cc1 | -138 | 0 | 15 | 20 | 1 | -7 | 4 | 24 | 5 | -120
COc1cccc(C(=O)N2CCN=C2SCc2cccnc2)c1OC | -29 | -6 | 1 | 9 | 3 | 11 | 3 | 3 | 1 | -3

Filtered by structure, those above with a cyano group.
SMILES | KLF5 inh | GSK3 alpha inh | HSF1 inh | Platelet DG rel | GSK3beta inhib | DYRK1A inh | IEC-6 tox | HSF1 activator | HSP90 refold inh | aSyn UTR inh
CSc1nsc(N/N=C/c2ccccc2)c1C#N | -6 | 1 | -11 | 4 | 1 | 3 | 34* | -11 | -2 | -150
CNC(=O)C1C(=S)NC(N)=C(C#N)C1c1ccccc1 (stereo not drawn) | -25 | 1 | -72* | -2 | 1 | -10 | 0 | -75 | 2 | 6

A portion of the library; count on the stated rates, not on these rows.
